GPR35 antagonists: GPR35 antagonists blocking zaprinast-driven arrestin recruitment, primary screen, imaging, U2OS, beta-arrestin-GFP, zaprinast agonist (AID 2058) | G-protein coupled receptor 35 (Homo sapiens) | U2OS GPR35 beta-arrestin-GFP translocation imaging, zaprinast antagonism; higher % means a stronger effect | one-dose inhibition, % at 10 µM; IC50 in µM for titrated hits | 290,000 tested, 0.052% active;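 active means inhibition of at least 50% with at least 30 cells and total cytoplasm GFP at most 10,000,000; inconclusive means under 30 cells or total GFP of 10,000,000 plus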
Autophagy mod: autophagy modulators in MEF cells, primary screen, imaging, high-content, MEF GFP-LC3. MEF GFP-LC3 puncta imaging; test concentration mostly 10 µM. calls only at 10 µM (by protocol). 190,000 tested, 0.98% active. AID 463193, 2010;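 active means percentage of spot-positive cells more than 3 SD above its plate mean, without a fluorescence outlier flag or 80% toxicity; inconclusive means no clear call, values can overlap the other calls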;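 further: spot-positive cell cutoff set from DMSO-treated cells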
LYP inhibition: inhibitors of LYP phosphatase, biochemical, fluorescence intensity, uHTS (AID 1779); recombinant LYP phosphatase, fluorescence intensity; higher % means a stronger effect; inhibition, % at 11.5 µM; hits with a dose series show IC50 in µM; 290,000 tested, 0.054% active; in the data active means inhibition above about 50%;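 further: plate controls were vehicle with enzyme for no effect and no enzyme for full effect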
AID2073: inhibitors of Mint1-CaV2.2 protein interaction, biochemical, HTRF (AID 2073); HTRF protein-protein interaction, Mint1-CaV2.2; higher % means a stronger effect; one-dose inhibition, % at 20 µM; IC50 in µM for titrated hits; Voltage-dependent N-type calcium channel subunit alpha-1B (Homo sapiens); 290,000 tested, 0.19% active; in the data active means inhibition mostly above about 51%, no sharp cut-off; inconclusive means no clear call, values can overlap the other calls; inactive means mostly below about 53%; further: some results filed as inactive read as strong as hits
WT yeast gro inh: growth inhibition of WT strain, primary screen, mitochondrial fusion inhibitor project, WT and mutant strains, chemical genetic. 190,000 tested, 2.1% active. inhibition, % at 10 µM. mitochondrial fusion phenotypic screen. AID 1362, 2008; in the data active means inhibition above about 58%; tested in S. cerevisiae
NTR1 agonist: agonists of NTR1, primary screen, imaging, U2OS cells, beta-arrestin-GFP, high content (AID 493036). NTR1-U2OS beta-arrestin-GFP spot imaging, agonist mode. Neurotensin receptor type 1 (Homo sapiens), P30989. activation, % at 20 µM. 330,000 tested, 0.17% active;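 active means activation at or above 40% of the spot to cytoplasm intensity ratio, with at least 20 cells analyzed; inconclusive means wells under 20 cells, flagged as cytotoxic or low count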;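 further: 0% = DMSO without peptide and 100% = 100 nM NTR1 peptide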
Target sequence (P30989 whole entry, looked up): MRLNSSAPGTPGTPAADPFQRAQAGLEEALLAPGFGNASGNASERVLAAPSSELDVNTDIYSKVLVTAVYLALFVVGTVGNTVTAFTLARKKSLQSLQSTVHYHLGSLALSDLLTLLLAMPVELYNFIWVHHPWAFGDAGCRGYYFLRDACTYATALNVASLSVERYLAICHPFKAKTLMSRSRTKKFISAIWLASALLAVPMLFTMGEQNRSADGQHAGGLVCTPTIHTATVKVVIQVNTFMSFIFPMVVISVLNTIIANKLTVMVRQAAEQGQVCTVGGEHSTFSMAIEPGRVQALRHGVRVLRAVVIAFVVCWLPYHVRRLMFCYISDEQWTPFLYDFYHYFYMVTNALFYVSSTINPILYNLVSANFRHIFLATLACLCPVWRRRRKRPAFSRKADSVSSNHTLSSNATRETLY
K1F lysis inhibition: inhibition of K1F phage lysis, E. coli UTI89, bacterial capsule biogenesis inhibitors, alamar blue (AID 488966) | 340,000 tested, 0.02% active | one-dose inhibition, % at 100 µM; IC50 in µM for titrated hits | E. coli UTI89 K1F phage lysis, alamar blue, 2 h; higher % means a stronger effect;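 active means phage lysis inhibition, versus mean bacterial control, above a set limit; inconclusive means no clear call, values can overlap the other calls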;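 further: capsule biogenesis inhibitors block K1F phage lysis so surviving cells raise fluorescence; higher fluorescence means more inhibition of phage lysis; actives were called in the ten point dose series up to 300 µM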
NS5 inhibitors: Dengue-2 NS5 methyltransferase inhibitors, primary screen, biochemical, confirmation dose response (AID 588689). Dengue-2 NS5 methyltransferase capping enzyme assay, biochemical; higher % means a stronger effect. 340,000 tested, 0.3% active. inhibition, % at 25 µM; hits with a dose series show IC50 in µM. Genome polyprotein (Dengue virus type 2 (strain 16681-PDK53)); in the data active means a potency from the dose series; inconclusive means inhibition above about 29% without an active follow-up result
RSV antiviral HEp-2: RSV antiviral activity via CPE protection, HEp-2 cells, primary 10 µM value included (AID 2391); HEp-2 cells, RSV-induced CPE inhibition; higher % means a stronger effect; one-dose CPE inhibition, % at 10 µM; IC50 in µM for titrated hits; 310,000 tested, 0.13% active; in the data active means a potency from the dose series; inconclusive means CPE inhibition mostly from about 23% at the one dose, without a potency; inactive means the rest, 99 in 100 with CPE inhibition below about 21%; further: strong numbers were not always called active
WT yeast gro inh mutant strain: also measured in WT yeast gro inh; calls as there; inhibition, %; mitochondrial fusion phenotypic screen, mutant strain inhibition
Autophagy mod cell loss 18 h: further read-out of Autophagy mod, marked with its call; toxicity, %; measured here: cell loss, nuclei count;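 cell loss after 18 h compound exposure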
NTR1 agonist cell count 20 µM: further read-out of NTR1 agonist, marked with its call; cell count; measured here: cell count, cytotoxicity flag
* = called active by the depositor; [ ] = dose if it differs, or a comment. Not a hit list; any-hit rate near 2.6%.

For CCOC(=O)c1cc(-c2ccccc2)n(CCC(=O)O)c1C the results were GPR35 antagonists 9%, Autophagy mod inactive, LYP inhibition -7%, AID2073 -3%, NTR1 agonist -0.7, K1F lysis inhibition 0.4%, NS5 inhibitors -4%, RSV antiviral HEp-2 0.0%, Autophagy mod cell loss 18 h -3 and NTR1 agonist cell count 20 µM 47.
`Clc1ccc(OCCn2cnc3ccccc32)c(Cl)c1` gave GPR35 antagonists -20%, Autophagy mod inactive, LYP inhibition -6%, AID2073 -10%, WT yeast gro inh 68*, NTR1 agonist 0.8, K1F lysis inhibition 0.3%, NS5 inhibitors -3%, RSV antiviral HEp-2 10%, WT yeast gro inh mutant strain 56*, Autophagy mod cell loss 18 h 0 and NTR1 agonist cell count 20 µM 40.
`COc1ccc(NC(C)=O)cc1NC(=O)C1CCN(C(=O)Nc2ccccc2)CC1` gave NTR1 agonist 0.0, K1F lysis inhibition 2.0%[50 µM], NS5 inhibitors -4%, RSV antiviral HEp-2 2.4% and NTR1 agonist cell count 20 µM 70.
Screening O=C(Oc1cccc(N2C(=O)CCC2=O)c1)c1ccccc1 returned GPR35 antagonists 11%, Autophagy mod inactive, LYP inhibition -7%, AID2073 -4%, WT yeast gro inh -14, NTR1 agonist 5.7, K1F lysis inhibition 1.5%, NS5 inhibitors -4%, RSV antiviral HEp-2 0.6%, WT yeast gro inh mutant strain 17, Autophagy mod cell loss 18 h 4 and NTR1 agonist cell count 20 µM 83.
CCOC(=O)N1CCN(C(=O)COC(=O)c2cc(Cl)c(O)c(Cl)c2)CC1 was read as GPR35 antagonists 5%, Autophagy mod inactive, LYP inhibition -6%, AID2073 -3%, WT yeast gro inh -17, NTR1 agonist 1.5, K1F lysis inhibition 0.6%, NS5 inhibitors 3%, RSV antiviral HEp-2 0.0%, WT yeast gro inh mutant strain 0, Autophagy mod cell loss 18 h -9 and NTR1 agonist cell count 20 µM 68.
`Cc1ccc(C(=O)Nc2cccc(-c3ccc(N4CCOCC4)nn3)c2)cc1[N+](=O)[O-]` gave NTR1 agonist 4.2, K1F lysis inhibition 0.0%[50 µM], NS5 inhibitors -2%, RSV antiviral HEp-2 -2.0% and NTR1 agonist cell count 20 µM 48.
CC(C)N(C(=O)CSc1nnc(-c2ccc3c(c2)OCO3)n1C)C(C)C was read as GPR35 antagonists -14%, Autophagy mod inactive, LYP inhibition -9%, AID2073 -7%, WT yeast gro inh 10, NTR1 agonist -0.8, K1F lysis inhibition -0.2%, NS5 inhibitors -9%, RSV antiviral HEp-2 2.4%, WT yeast gro inh mutant strain 11, Autophagy mod cell loss 18 h -2 and NTR1 agonist cell count 20 µM 47.
Screening COc1cc2sc(NC(=O)c3ccco3)nc2cc1Cl returned GPR35 antagonists 8%, LYP inhibition -8%, AID2073 32%, NTR1 agonist 0.2, K1F lysis inhibition 0.2%, NS5 inhibitors -6%, RSV antiviral HEp-2 -0.6% and NTR1 agonist cell count 20 µM 52.
Screening COC(=O)c1cccc(OCC(O)Cn2cnc3cc(C)c(C)cc32)c1 (centres undefined) returned GPR35 antagonists 15%, Autophagy mod inactive, LYP inhibition -10%, AID2073 -9%, WT yeast gro inh 3, NTR1 agonist 1.8, K1F lysis inhibition 0.1%, NS5 inhibitors -11%, RSV antiviral HEp-2 inconclusive, WT yeast gro inh mutant strain 11, Autophagy mod cell loss 18 h -3 and NTR1 agonist cell count 20 µM 92.
`O=C(COC(=O)c1ccc(O)cc1)Nc1cc(S(=O)(=O)N2CCOCC2)ccc1Cl` gave NTR1 agonist 0.6, K1F lysis inhibition 0.3%[50 µM], NS5 inhibitors -10%, RSV antiviral HEp-2 0.5% and NTR1 agonist cell count 20 µM 50.
CC(NC(=O)COC(=O)CNC(=O)c1ccc(-c2ccccc2)cc1)c1ccccc1 (centres undefined) was read as NTR1 agonist 0.4, K1F lysis inhibition 1.9%[50 µM], NS5 inhibitors -1%, RSV antiviral HEp-2 0.6% and NTR1 agonist cell count 20 µM 48.
CSCCC(NC(=O)c1ccc(Cl)cc1)C(=O)NC(C)(C)C (centres undefined) was read as GPR35 antagonists -9%, Autophagy mod inactive, LYP inhibition 1%, AID2073 3%, WT yeast gro inh -20, NTR1 agonist -3.3, K1F lysis inhibition 0.1%, NS5 inhibitors -7%, RSV antiviral HEp-2 0.0%, WT yeast gro inh mutant strain -6, Autophagy mod cell loss 18 h 32 and NTR1 agonist cell count 20 µM 93.
For Cc1ccc2cc3c(NC(=O)c4ccco4)nn(CC(C)C)c3nc2c1 the results were GPR35 antagonists 10%, Autophagy mod inactive, LYP inhibition -2%, AID2073 -6%, WT yeast gro inh 6, NTR1 agonist 0.5, K1F lysis inhibition 2.8%, NS5 inhibitors -3%, RSV antiviral HEp-2 5.1%, WT yeast gro inh mutant strain -13, Autophagy mod cell loss 18 h 17 and NTR1 agonist cell count 20 µM 39.
`O=C1N=C(N2CCCCC2)S/C1=C\c1cn[nH]c1-c1ccccc1` gave GPR35 antagonists 11%, Autophagy mod inactive, LYP inhibition -5%, AID2073 1%, WT yeast gro inh 4, NTR1 agonist 2.7, K1F lysis inhibition 1.5%[50 µM], NS5 inhibitors 6%, RSV antiviral HEp-2 -0.2%, WT yeast gro inh mutant strain 28, Autophagy mod cell loss 18 h 5 and NTR1 agonist cell count 20 µM 59.
`CCC(=O)Oc1ccc(C(CC)C(CC)c2ccc(OC(=O)CC)cc2)cc1` (centres undefined) gave GPR35 antagonists 4%, Autophagy mod inactive, LYP inhibition -2%, AID2073 -2%, WT yeast gro inh -7, NTR1 agonist 1.7, K1F lysis inhibition inactive, NS5 inhibitors -2%, RSV antiviral HEp-2 6.0%, WT yeast gro inh mutant strain -17, Autophagy mod cell loss 18 h 10 and NTR1 agonist cell count 20 µM 54.
`O=C(O)c1cc(S(=O)(=O)Nc2ccc3cn[nH]c3c2)ccc1Br` gave NTR1 agonist -0.8, K1F lysis inhibition 0.6%[50 µM], NS5 inhibitors -4%, RSV antiviral HEp-2 3.0% and NTR1 agonist cell count 20 µM 53.
`COc1ccccc1C(=O)Nc1nnc(S(=O)(=O)N2CCOCC2)s1` gave GPR35 antagonists -4%, LYP inhibition -10%, AID2073 3%, NTR1 agonist -0.3, K1F lysis inhibition 0.1%, NS5 inhibitors 5%, RSV antiviral HEp-2 1.0% and NTR1 agonist cell count 20 µM 74.
For CCC(N)C12CC3CC(CC(O)(C3)C1)C2 (centres undefined) the results were GPR35 antagonists -2%, Autophagy mod inactive, LYP inhibition -4%, AID2073 13%, WT yeast gro inh -14, NTR1 agonist 0.5, K1F lysis inhibition 1.5%, NS5 inhibitors -1%, RSV antiviral HEp-2 1.2%, WT yeast gro inh mutant strain 4, Autophagy mod cell loss 18 h 9 and NTR1 agonist cell count 20 µM 41.
Screening CCOC(=O)CN1C(=O)N[C@@H](c2cccs2)C(C(=O)OC)=C1C returned NTR1 agonist -7.6, K1F lysis inhibition 0.0%, NS5 inhibitors -1%, RSV antiviral HEp-2 -0.8% and NTR1 agonist cell count 20 µM 42.
O=C(O)c1c(NC(=O)N2CCOCC2)sc2c1CCCC2 was read as GPR35 antagonists -1%, LYP inhibition -5%, AID2073 -11%, NTR1 agonist -1.4, K1F lysis inhibition -0.3%, NS5 inhibitors 3%, RSV antiviral HEp-2 1.5% and NTR1 agonist cell count 20 µM 86.

The last two entries of the section before come first, to join the parts:
Screening CCOC(=O)CN1C(=O)N[C@@H](c2cccs2)C(C(=O)OC)=C1C returned NTR1 agonist -7.6, K1F lysis inhibition 0.0%, NS5 inhibitors -1%, RSV antiviral HEp-2 -0.8% and NTR1 agonist cell count 20 µM 42.
O=C(O)c1c(NC(=O)N2CCOCC2)sc2c1CCCC2 was read as GPR35 antagonists -1%, LYP inhibition -5%, AID2073 -11%, NTR1 agonist -1.4, K1F lysis inhibition -0.3%, NS5 inhibitors 3%, RSV antiviral HEp-2 1.5% and NTR1 agonist cell count 20 µM 86.
For Clc1ccc(-c2nnc(CNC3CC3)o2)cc1 the results were GPR35 antagonists -7%, Autophagy mod inactive, LYP inhibition 0%, AID2073 -8%, WT yeast gro inh -7, NTR1 agonist 1.0, K1F lysis inhibition -0.1%, NS5 inhibitors -10%, RSV antiviral HEp-2 1.8%, WT yeast gro inh mutant strain 1, Autophagy mod cell loss 18 h 7 and NTR1 agonist cell count 20 µM 77.
For CN1CCC(OC(c2ccccc2)c2ccccc2)CC1 the results were GPR35 antagonists -11%, Autophagy mod inactive, LYP inhibition -1%, AID2073 12%, WT yeast gro inh -1, NTR1 agonist 3.2, K1F lysis inhibition -1.6%, NS5 inhibitors -1%, RSV antiviral HEp-2 0.3%, WT yeast gro inh mutant strain -21, Autophagy mod cell loss 18 h -9 and NTR1 agonist cell count 20 µM 53.
`CSc1nc2ccc3nc(NC(=O)C4COc5ccccc5O4)sc3c2s1` (centres undefined) gave GPR35 antagonists -4%, LYP inhibition 10%, AID2073 18%, WT yeast gro inh 6, NTR1 agonist 0.9, K1F lysis inhibition 0.7%, NS5 inhibitors -6%, RSV antiviral HEp-2 9.8%, WT yeast gro inh mutant strain 6 and NTR1 agonist cell count 20 µM 96.
Cc1ccc(OCC(=O)Nc2ccc(NC(=O)c3cccs3)cc2)c(C)c1 was read as GPR35 antagonists -2%, LYP inhibition -12%, AID2073 4%, NTR1 agonist -2.0, K1F lysis inhibition -0.1%, NS5 inhibitors -7%, RSV antiviral HEp-2 2.7% and NTR1 agonist cell count 20 µM 66.
`COc1ccccc1OCCC(=O)OCC(=O)Nc1ccc(S(=O)(=O)N2CCOCC2)cc1` gave GPR35 antagonists -8%, Autophagy mod inactive, LYP inhibition -3%, AID2073 2%, WT yeast gro inh -7, NTR1 agonist 3.2, K1F lysis inhibition 0.7%, NS5 inhibitors -4%, RSV antiviral HEp-2 -1.8%, WT yeast gro inh mutant strain -11, Autophagy mod cell loss 18 h 16 and NTR1 agonist cell count 20 µM 46.
For CN(c1ccc(C(=O)N2CCN(c3ccc(F)cc3)CC2)cc1)S(C)(=O)=O the results were GPR35 antagonists -4%, Autophagy mod inactive, LYP inhibition -3%, AID2073 -4%, WT yeast gro inh 8, NTR1 agonist 0.2, K1F lysis inhibition 0.6%, NS5 inhibitors -1%, RSV antiviral HEp-2 0.9%, WT yeast gro inh mutant strain 12, Autophagy mod cell loss 18 h 1 and NTR1 agonist cell count 20 µM 50.
CC(C)Oc1ccc(S(=O)(=O)N2CCOCC2)cc1NC(=O)C1CCCC1 was read as NTR1 agonist 0.6, K1F lysis inhibition 0.3%[50 µM], NS5 inhibitors -9%, RSV antiviral HEp-2 0.6% and NTR1 agonist cell count 20 µM 54.

Screens: PubChem, several laboratories
